Source: PubChem BioAssay (several laboratories)
TR-FRET SRC-2 ct – TR-FRET signal artefacts, primary screen, artefact control for PPARgamma SRC-2 agonist project, biochemical; TR-FRET artefact counter-screen; stronger effect = higher value; TR-FRET ratio at 8 µM; 200,000 tested, 0.4% active; AID 1049, 2008; in the data active = TR-FRET ratio above about 2000; note: inactives centre near 1500
TNAP inh noacc – human TNAP enzyme inhibitors, primary screen, biochemical, luminescent, no phosphate acceptor, uHTS. 200,000 tested, 0.26% active. purified TNAP, CDP-star luminescence, 30 min. AID 1012, 2008. Alkaline phosphatase, tissue-nonspecific isozyme (Homo sapiens), P05186. inhibition, % at 20 µM;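 active = tissue-nonspecific alkaline phosphatase inhibition above about 50% at 20 µM in the single-dose screen, limit read from the data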;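 note: 0% = DMSO negative control and 100% = EDTA positive control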
Target sequence (P05186 whole entry, looked up): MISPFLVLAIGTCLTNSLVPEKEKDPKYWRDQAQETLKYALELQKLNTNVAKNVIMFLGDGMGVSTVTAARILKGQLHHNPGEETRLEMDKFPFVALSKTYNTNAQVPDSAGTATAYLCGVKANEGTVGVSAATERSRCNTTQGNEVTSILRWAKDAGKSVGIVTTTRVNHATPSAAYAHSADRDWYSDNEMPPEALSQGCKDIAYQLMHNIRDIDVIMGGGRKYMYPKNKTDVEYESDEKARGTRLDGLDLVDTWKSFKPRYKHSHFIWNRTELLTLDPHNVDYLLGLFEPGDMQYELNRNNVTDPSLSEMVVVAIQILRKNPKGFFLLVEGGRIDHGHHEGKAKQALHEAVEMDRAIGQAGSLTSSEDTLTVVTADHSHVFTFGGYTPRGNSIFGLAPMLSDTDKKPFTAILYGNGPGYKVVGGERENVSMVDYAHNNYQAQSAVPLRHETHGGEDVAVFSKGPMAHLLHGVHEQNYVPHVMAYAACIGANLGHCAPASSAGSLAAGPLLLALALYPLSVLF
TNAP inh hiacc – human TNAP enzyme inhibitors, primary screen, biochemical, luminescent, high phosphate acceptor level, uHTS; Alkaline phosphatase, tissue-nonspecific isozyme (Homo sapiens), P05186; purified TNAP, CDP-star luminescence, 1 M DEA; inhibition, % at 20 µM; 200,000 tested, 0.03% active; AID 1135, 2008;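 active = over 50% inhibition of tissue-nonspecific alkaline phosphatase at 20 µM in the single-dose screen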;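 note: plate controls were DMSO wells for no effect and EDTA-quenched wells as full inhibition for full effect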
bIAP inhibitor – bovine intestinal alkaline phosphatase inhibitors, primary screen, selectivity assay for TNAP inhibitor project, biochemical, bovine IAP, CDP-star luminescence; 190,000 tested, under 10 active; inhibition, % at 20 µM; alkaline phosphatase, intestinal [Bos taurus]; purified bovine IAP, 30 min; AID 1019, 2008;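 active = over 50% inhibition of intestinal alkaline phosphatase at 20 µM in the single-dose screen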
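System: Purified bovine intestinal alkaline phosphatase (IAP) enzyme | Input: IAP diluted 1/65,000,000 in the well | Also added: CDP-star chemiluminescent phosphatase substrate, 30 µM final | Dosing: 20 µM single dose | Times: Enzyme reaction for 30 min at room temperature | Detection: Luminescence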
PPARg SRC2 recr – agonists of PPARg-SRC-2 recruitment, primary screen, biochemical, HTS. AID 1032, 2008. activation, % at 8 µM. 200,000 tested, 0.34% active. PPARgamma LBD-SRC-2 recruitment. Peroxisome proliferator-activated receptor gamma (Homo sapiens), P37231; in the data active = activation above about 22%;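 note: 0% = vehicle and 100% = reference agonist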
Target sequence (P37231 whole entry, looked up, the tested form may be a part): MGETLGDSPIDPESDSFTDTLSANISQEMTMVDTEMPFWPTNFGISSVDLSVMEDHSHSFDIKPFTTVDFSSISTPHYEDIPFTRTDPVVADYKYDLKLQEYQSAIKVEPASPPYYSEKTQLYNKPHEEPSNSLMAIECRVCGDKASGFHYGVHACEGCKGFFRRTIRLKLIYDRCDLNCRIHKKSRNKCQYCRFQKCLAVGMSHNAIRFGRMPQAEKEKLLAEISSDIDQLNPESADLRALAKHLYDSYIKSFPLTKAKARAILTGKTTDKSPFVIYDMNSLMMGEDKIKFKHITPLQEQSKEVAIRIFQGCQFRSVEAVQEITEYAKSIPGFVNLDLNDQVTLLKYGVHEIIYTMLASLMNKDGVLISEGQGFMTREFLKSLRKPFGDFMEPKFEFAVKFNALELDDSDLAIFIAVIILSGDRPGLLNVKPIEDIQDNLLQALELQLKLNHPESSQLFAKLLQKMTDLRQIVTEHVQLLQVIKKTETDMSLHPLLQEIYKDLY
PPARg SRC3 recr – PPARgamma agonists recruiting SRC-3 coactivator, primary screen, biochemical. Peroxisome proliferator-activated receptor gamma (Homo sapiens), P37231. biochemical PPARgamma/SRC-3 coactivator recruitment assay. activation, % at 8 µM. 200,000 tested, 0.26% active; in the data active = activation above about 23%;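 note: 0% = DMSO and 100% = reference agonist; some compounds past the cut are filed as inactive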
PPARg SRC1 recr – PPARgamma agonists recruiting SRC-1 coactivator, primary screen, biochemical; PPARgamma-SRC-1 coactivator recruitment biochemical assay; activation, % at 8 µM; Peroxisome proliferator-activated receptor gamma (Homo sapiens), P37231; 200,000 tested, 0.41% active; in the data active = activation above about 19%;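 note: 0% = DMSO and 100% = reference agonist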
Efa HMGR inh – inhibitors of E. faecalis class II HMGR, primary screen, biochemical, Enterococcus faecalis; AID 1066, 2008; HMG-CoA reductase (Enterococcus faecalis, mvaE); purified E. faecalis HMGR, NADPH absorbance 340 nm kinetic; 190,000 tested, 0.41% active; inhibition, % at 10 µM;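 active = inhibition above a set limit, the median over all tested compounds plus 3 SD, cut at about 9.5% in these data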;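 note: enzyme runs in reverse so mevalonate oxidation gives rising NADPH absorbance; 0% = complete reaction with DMSO and 100% = background rate lacking mevalonate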
bIAP act – bovine intestinal alkaline phosphatase activators, primary screen, biochemical, bovine IAP, CDP-star luminescence; alkaline phosphatase, intestinal [Bos taurus]; purified bovine IAP, 30 min; stronger effect = higher value; fold of DMSO-control signal, blank-subtracted; activation factor at 20 µM; 200,000 tested, 0.17% active; AID 1016, 2008;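 active = activation factor of 2 or more at 20 µM, a signal rise over negative controls twice the positive control's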
TNAP act hi DEA – TNAP activators at high phosphate acceptor level, primary screen, biochemical, luminescence, uHTS. Alkaline phosphatase, tissue-nonspecific isozyme (Homo sapiens), P05186. purified TNAP, CDP-star luminescence, 1 M DEA, 30 min; stronger effect = higher value; 0 = EDTA background, 1 = DMSO-only activity. activation factor at 20 µM. 200,000 tested, under 10 active. AID 1136, 2008;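 active = activation factor at least 2 at 20 µM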
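Test system – human TNAP · Doses – 20 µM single point · Incubation – 30 min, room temperature · Signal – luminescent substrate turnover signal · Read-out basis – activation factor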
An asterisk follows results filed as active; / = no result given.

SMILES	TR-FRET SRC-2 ct	TNAP inh noacc	TNAP inh hiacc	bIAP inhibitor	PPARg SRC2 recr	PPARg SRC3 recr	PPARg SRC1 recr	Efa HMGR inh	bIAP act	TNAP act hi DEA
COC1(OC)N=C(N)C2(C#N)C(c3ccccc3)NC(C)=CC12C#N (stereo not given)	1635	-5.4	-7.8	-1.8	-1.6	-2.0	-5.8	-2.3	1	1.1
CC(C)(C)OC(=O)N1CCC(C(=O)O)CC1	1447	-9.9	-4.6	0.9	0.8	0.4	-0.9	1.6	1	1
Cc1ccccc1C(=O)OC(C)CN1CCOCC1 (stereo not given)	1621	-9.8	-7.3	13.4	4.1	2.0	9.0	-2.2	0.9	1.1
Cc1ccc(NC(=O)CC2S/C(=N/N=C3/NC(=O)CS3)NC2=O)cc1 (stereo not given)	1576	-10.8	-7.6	6.1	2.9	0.3	4.2	-2.6	0.9	1.1
CCOc1ccc2nc(/N=C/c3c(C)[nH]n(-c4ccc(C)cc4)c3=O)sc2c1	1330	-100.5	-3.9	11.3	-4.4	-2.6	-7.3	-1.9	0.9	1
COc1ccc(Nc2nnc(SCC(=O)Nc3cc(C)on3)s2)cc1	1605	-10.1	-5.7	4.6	12.8	8.0	1.3	-0.3	1	1.1
CCOC(=O)C1=C(c2ccccc2)NC(SCC(=O)NC2CCCCC2)=C(C#N)C1c1ccco1 (stereo not given)	1495	0.4	-4.3	19.0	6.5	-11.0	4.1	-3.7	0.8	1
COc1ccc(S(=O)(=O)NC2CCCCC2)cc1C	1484	-11.7	-5.1	29.4	3.2	-3.1	-9.7	0.1	0.7	1.1
Cc1cc2ncn(CCOc3ccccc3C#N)c2cc1C	1544	-1.1	-2.0	-5.4	8.6	-1.4	5.9	2.4	1.1	1
CCn1c(C)nc([N+](=O)[O-])c1C(=O)O	1533	-7.1	-1.9	-1.9	-10.9	-3.5	-3.4	-0.3	1	1
COC(=O)c1cc(NC(=O)Cc2coc3cc(OC)ccc23)cc(C(=O)OC)c1	1612	-6.1	-0.9	4.9	0.2	4.3	-1.5	-4.0	1	1
CC1CCc2c(sc(NC(=O)CSc3ncnc4c3cnn4-c3ccccc3Cl)c2C#N)C1 (stereo not given)	1420	-6.0	-2.0	7.3	-3.0	-2.0	-1.4	-0.3	0.9	1
CN(C)S(=O)(=O)c1cccc(NC(=O)c2cc3c(=O)n4ccccc4nc3s2)c1	1614	-5.9	0.2	19.3	5.2	4.3	2.9	-6.9	0.8	1
CCOc1ccc2nc(SC3CC(=O)N(c4ccc(OC)cc4OC)C3=O)sc2c1 (stereo not given)	1631	-4.7	-6.3	-19.9	6.0	2.4	11.4	-7.1	1.2	1.1
COc1ccc(CCNC(=O)CN(C)S(=O)(=O)c2ccc(Br)s2)cc1OC	1730	-8.1	-0.1	6.5	10.7	4.5	9.1	-1.9	0.9	1
COc1ccc(-c2csc(Cc3nnc4n3CCCCC4)n2)cc1OC	1572	-8.1	-1.1	1.3	1.7	-3.1	4.9	-4.7	1	1
C=C(c1cccc2ccccc12)P(=O)(O)O	1361	6.4	-1.5	12.0	-0.5	-5.6	-0.1	-2.5	0.9	1
Cc1ccc(CNC(=O)C(C(=O)NCc2ccc(C)o2)c2ncc(C(F)(F)F)cc2Cl)o1	1543	-14.5	-2.9	-4.1	-9.6	5.4	5.8	-4.8	1	1
COc1ccc(OC)c(C2=NOC(C(=O)Nc3cccc(C(C)=O)c3)C2)c1 (stereo not given)	1628	-7.9	-5.1	-0.3	-3.1	6.7	4.7	-2.8	1	1.1
CC(C(=O)N(C)C)N(C#N)c1nc(N(C)C)nc(N(C)C)n1 (stereo not given)	1495	-0.9	-9.6	0.2	-0.6	-4.3	1.2	0.3	1	1.1
Clc1ccc(-c2cnc3n2CCC3)cc1	1549	-0.5	-8.4	-2.8	4.8	4.4	1.5	-0.2	1	1.1
Cc1ccc(N=C2NC(=O)/C(=C\c3ccsc3)S2)c(C)c1	1529	-35.8	-0.6	9.1	-0.3	2.0	-1.5	-1.1	0.9	1
CN1CCC(N(C)C(=O)CNC(=O)c2ccc(C(C)(C)C)cc2)CC1	1632	-3.0	0.4	3.8	15.2	5.8	-0.6	-6.1	1	1
Cc1ccc(S(=O)(=O)C2CCCCC2=O)cc1 (stereo not given)	1601	-5.3	-1.6	17.5	6.8	0.8	-0.3	1.6	0.8	1
CC(=O)n1cc([C@@H]2C=C(C(=O)N3CCN(Cc4ccc5c(c4)OCO5)CC3)O[C@H](OCCCCO)C2)c2ccccc21	1497	-0.8	-2.3	-14.0	1.2	1.1	2.0	0.0	1.1	1
COC(=O)c1nnn(CC(=O)NC(=O)Nc2cccc(Cl)c2C)c1C(=O)OC	1501	-12.9	-4.6	7.1	-11.6	-8.9	3.7	-3.3	0.9	1
Cc1ccc(NC(=O)CSC2=C(C#N)C(c3ccc4c(c3)OCO4)CC(=O)N2)cc1C (stereo not given)	1553	2.2	3.2	-6.5	0.9	3.9	3.5	0.0	1.1	1
COC(=O)c1cc(C#N)c(N2CC(C)OC(C)C2)nc1C (stereo not given)	1616	-10.7	-3.2	-9.0	3.4	3.4	8.5	0.2	1.1	1
CSc1ccccc1-n1nnnc1SCc1ccccc1	1366	-11.4	-4.4	/	-2.5	-3.7	7.1	-5.3	0.5	1
CC1Cc2ccccc2N1CC(=O)NCc1ccc2c(c1)OCO2 (stereo not given)	1600	-11.9	-0.3	11.9	-2.3	2.1	-0.9	-6.2	0.9	1
Cc1cc(C(=O)COC(=O)c2ccc(O)cc2)c(C)n1Cc1ccco1	1519	-18.3	-2.4	5.2	18.6	6.6	2.6	-1.4	0.9	1
Oc1ccc(Cl)cc1-c1cc(C(F)(F)C(F)F)nc(-c2ccccc2)n1	1295	-0.9	5.4	6.8	-6.1	-12.8	-4.3	-2.0	0.9	0.9
O=C(Nc1cccnc1)c1ccc(COc2cc(Cl)ccc2Cl)o1	1790	-5.1	-2.1	4.7	10.0	7.5	10.0	-9.1	1	1
Cc1nc(N2CCOCC2)c2c(C)c(C(=O)Nc3ccc(F)cc3F)sc2n1	1527	-10.4	-2.5	1.4	0.5	2.7	4.7	-2.5	1	1
CCOC(=O)c1cc(C(C)=O)c(=O)n(C)c1N	1461	-5.9	-4.4	18.4	2.9	-4.5	-0.3	-0.6	0.8	1
CCN(CC)CC#CC(OC)(c1ccccc1)c1ccccc1	1527	-4.5	-2.9	-22.3	1.3	0.9	10.6	-7.9	1.2	1

Some of these compounds in order of length of the SMILES, lowest first:
SMILES	TR-FRET SRC-2 ct	TNAP inh noacc	TNAP inh hiacc	bIAP inhibitor	PPARg SRC2 recr	PPARg SRC3 recr	PPARg SRC1 recr	Efa HMGR inh	bIAP act	TNAP act hi DEA
CC(C(=O)N(C)C)N(C#N)c1nc(N(C)C)nc(N(C)C)n1 (stereo not given)	1495	-0.9	-9.6	0.2	-0.6	-4.3	1.2	0.3	1	1.1
COc1ccc(CCNC(=O)CN(C)S(=O)(=O)c2ccc(Br)s2)cc1OC	1730	-8.1	-0.1	6.5	10.7	4.5	9.1	-1.9	0.9	1
CCOC(=O)C1=C(c2ccccc2)NC(SCC(=O)NC2CCCCC2)=C(C#N)C1c1ccco1 (stereo not given)	1495	0.4	-4.3	19.0	6.5	-11.0	4.1	-3.7	0.8	1

(listing goes on)
SMILES	TR-FRET SRC-2 ct	TNAP inh noacc	TNAP inh hiacc	bIAP inhibitor	PPARg SRC2 recr	PPARg SRC3 recr	PPARg SRC1 recr	Efa HMGR inh	bIAP act	TNAP act hi DEA
CSc1cccc(NC(C)C(=O)NCc2ccccc2)c1 (stereo not given)	1503	-2.3	-2.9	-20.1	5.2	0.2	2.8	2.6	1.2	1
O=C(O)CCn1cc(/C=C\C(=O)c2ccc(Cl)cc2)c(-c2cccc(Br)c2)n1	1284	6.8	-1.5	15.4	-4.3	3.4	-1.8	-6.0	0.8	1
Cc1ccc(NC(=O)c2ccc(F)cc2)cc1S(=O)(=O)N1CCCCCC1	1404	-16.7	-9.6	-1.2	-7.8	-1.8	4.2	-3.9	1	1.1
Cc1c(O)ccc(-c2[nH]ncc2-c2nc3ccccc3s2)c1O	1576	7.1	-4.0	-16.3	10.9	6.0	5.2	-2.4	1.2	1
FC(F)(F)c1cc(C(F)(F)F)n2nc(-c3sccc3-n3cccc3)cc2n1	1541	6.1	0.0	14.3	2.1	-0.3	-3.7	-2.0	0.9	1
Nc1nc(NC(=O)c2ccccc2)nn1-c1ccccc1	1739	-9.1	-4.1	3.2	0.9	0.8	0.9	-6.0	1	1
Cc1cc(C)c2[nH]c(O)c(N=NC(=S)NCC3CCCO3)c2c1 (stereo not given)	1388	25.2	2.1	-9.5	2.0	3.6	-2.9	-4.4	1.1	1
CCOC(=O)C1(Cc2ccccc2)CCCN(Cc2cnn(CC)c2)C1 (stereo not given)	1586	-10.1	-6.4	-6.2	13.0	2.6	-1.7	-0.9	1.1	1.1
CSc1ccccc1NC(=O)COC(=O)c1ccc(O)cc1	1567	-7.3	0.0	9.7	-4.2	3.8	9.3	-0.8	0.9	1
Cc1cc(C(=O)N2CCN(c3ncccn3)CC2)sc1-c1ccccc1	1596	/	/	/	8.1	10.8	10.7	/	/	/
Cc1ccc(C(=O)CSc2nnc(COc3ccc(C#N)cc3)n2-c2ccccc2)cc1	1613	-9.6	-2.8	7.0	1.0	8.3	0.1	0.5	0.9	1
CCCC(=O)c1ccc(N2CCC(C)CC2)c(F)c1	1476	-0.9	2.2	2.6	-3.9	-3.7	-7.4	0.6	1	1
CC1CCN(c2nc3c(c(=O)n(C)c(=O)n3C)n2CCSc2nc3ccccc3s2)CC1	1395	-3.3	-9.4	5.0	8.4	14.7	5.6	5.3	0.9	1.1
CC(=O)c1cc2c(cc1NC(=O)C1CC=CCC1C(=O)O)OCO2 (stereo not given)	1570	-8.8	0.2	16.4	9.0	7.9	0.6	-2.5	0.8	1
COC(=O)c1ccc(C)c(NC(=O)CCSc2ccccc2)c1	1429	-0.4	-8.2	7.9	-0.8	0.0	-4.4	-4.4	0.9	1.1
CCOc1c2ccc(C(=O)NCCc3ccc(C)cc3)cc2nn1CC	1547	-8.9	-2.8	6.1	7.4	5.1	1.7	-4.1	0.9	1
COc1ccc(/C=C/C(=O)NCC(=O)N/N=C/c2cccnc2)cc1	1626	-4.0	-0.4	10.0	-0.2	3.1	5.1	2.8	0.9	1
Cc1ccc(-n2c3c(cc(C(=O)NC4CCSC4=O)c2=O)C(=O)CC(C)(C)C3)cc1 (stereo not given)	1493	1.4	-1.6	19.7	5.6	-7.4	6.5	-9.9	0.8	1
O=C(Nc1cc(Cl)cc(Cl)c1)C(NCCO)c1ccccc1 (stereo not given)	1377	-8.6	1.5	2.2	-8.8	-11.2	-7.6	-5.1	1	1
